Rhodamine autofl: compound fluoresces in the rhodamine spectral region; Rhodamine-region fluorescence, 547/598 nm, Tris buffer; hits give high values; max dye-equivalent concentration, M; hit rate 0.05% among 59,000; in the data active = max dye-equivalent concentration above about 11 nM; inconclusive = between about 1.1 nM and that limit
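Compounds in 100 mM Tris buffer, pH 8.0, were incubated 15 min at room temperature, then read at 547 nm excitation and 598 nm emission. Fluorescence was normalized against a per-plate six-point rhodamine standard curve as dye-equivalent concentration.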
Caspase-7 inhib: blocks human caspase-7 allosterically or competitively; P55210; recombinant caspase-7, Ac-DEVD-AFC fluorescence rate; Potency, µM (highest dose often 57.5 µM), inactives show at the top dose activity change, negative = inhibition, most hits filed as inhibitors; hit rate 0.02% among 75,000; AID 889; active = well fitted inhibition curve with a large enough effect in the main read-out, with a control signal flat, not every such curve was filed as active; inconclusive = small, poorly fitted or top-dose-only effect, or a change in a side signal; note: potency is the fitted concentration of half-maximal effect; % of control where 0% means no effect
Caspase-1 inhib: blocks human caspase-1 allosterically or competitively | hit rate 0.03% among 75,000 | AID 900 | Caspase-1 enzyme, Ac-WEHD-AFC fluorogenic rate | P29466 | Potency, µM (series often up to 57.5 µM), for the others: at the highest dose activity change, negative = inhibition, actives largely listed as inhibitors;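 note: potency is the fitted concentration of half-maximal effect; plate controls were vehicle for no effect and no substrate for full effect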
Target sequence (P29466 120-297 limits assumed): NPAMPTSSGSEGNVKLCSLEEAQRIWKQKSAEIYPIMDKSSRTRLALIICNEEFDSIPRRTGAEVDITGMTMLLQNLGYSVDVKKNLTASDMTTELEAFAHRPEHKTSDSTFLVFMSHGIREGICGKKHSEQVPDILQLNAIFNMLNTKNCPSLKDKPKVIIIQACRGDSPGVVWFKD
Target sequence (P29466 317-404 limits assumed): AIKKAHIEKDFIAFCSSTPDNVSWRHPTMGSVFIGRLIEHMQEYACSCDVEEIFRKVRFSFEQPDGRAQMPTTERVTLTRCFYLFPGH
4MU fluor: compound fluoresces in the 4-MU spectral region; max dye-equivalent concentration, M; hit rate 11% among 59,000; compound autofluorescence, 340/450 nm, 4-MU equivalents; hits give high values; in the data active = max dye-equivalent concentration above about 10 nM; inconclusive = mostly about 1.1 nM to 9.6 nM
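Compounds in 100 mM Tris, pH 8.0, incubated 15 min at room temperature, then fluorescence read at 340 nm excitation/450 nm emission. Signal converted to 4-MU dye-equivalent concentration using an on-plate six-point 4-MU standard curve.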
Tau filament bind: tau filament binding. P10636. Potency, µM (doses to about 57.1 µM), for the others: top-dose activity change, negative = inhibition. hit rate 2% among 71,000. recombinant tau filaments, thioflavin S fluorescence, 15 h; filaments grown with octadecylsulfate alongside compound;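 note: potency is the fitted concentration of half-maximal effect; % is set by controls: 0 for no effect and ±100 for the full control effect; actives lower thioflavin S fluorescence by blocking filaments or displacing dye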
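Read-out: ThS fluorescence, 450 nm excitation/510 nm emission; lower signal marks blocked filament formation or displaced dye. Tau at 1 uM with 30 uM ODS, 10 uM ThS, 5 mM DTT, 100 mM NaCl, 10 mM HEPES pH 7.4; 15 h, 37 C.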
Fluorescein autfl: fluorescein region autofluorescence | Compound autofluorescence, 480/540 nm, fluorescein-equivalent; hits give high values | max fluorescein-equivalent concentration, M | hit rate 0.91% among 59,000 | AID 593; in the data active = max fluorescein-equivalent concentration above about 10 nM; inconclusive = between about 1.1 nM and that limit
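Values reflect compound autofluorescence, normalized to fluorescein on the same plate and reported at each tested concentration. Conditions: 100 mM Tris pH 8.0, room temperature, 15 min, excitation 480 nm, emission 540 nm.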
A350 fluor: compound fluoresces in the Alexa 350 spectral region. Compound autofluorescence, 340/450 nm, Alexa 350 dye-equivalents; hits give high values. max dye-equivalent concentration, M. hit rate 11% among 59,000. AID 590; in the data active = max dye-equivalent concentration above about 10 nM; inconclusive = mostly about 1.1 nM to 9.6 nM
Luciferase inh: blocks Photinus pyralis firefly luciferase activity; purified firefly luciferase, luminescence, 8 min; Potency, µM (highest dose often 57.1 µM), inactives show at the highest dose activity change, negative = inhibition, most hits filed as inhibitors; hit rate 2.2% among 72,000; note: potency is the fitted concentration of half-maximal effect; % is set by controls: 0 for no effect and ±100 for the full control effect; nearly all actives have a fitted effect of over 40% in size
Target sequence (P08659 whole entry, looked up): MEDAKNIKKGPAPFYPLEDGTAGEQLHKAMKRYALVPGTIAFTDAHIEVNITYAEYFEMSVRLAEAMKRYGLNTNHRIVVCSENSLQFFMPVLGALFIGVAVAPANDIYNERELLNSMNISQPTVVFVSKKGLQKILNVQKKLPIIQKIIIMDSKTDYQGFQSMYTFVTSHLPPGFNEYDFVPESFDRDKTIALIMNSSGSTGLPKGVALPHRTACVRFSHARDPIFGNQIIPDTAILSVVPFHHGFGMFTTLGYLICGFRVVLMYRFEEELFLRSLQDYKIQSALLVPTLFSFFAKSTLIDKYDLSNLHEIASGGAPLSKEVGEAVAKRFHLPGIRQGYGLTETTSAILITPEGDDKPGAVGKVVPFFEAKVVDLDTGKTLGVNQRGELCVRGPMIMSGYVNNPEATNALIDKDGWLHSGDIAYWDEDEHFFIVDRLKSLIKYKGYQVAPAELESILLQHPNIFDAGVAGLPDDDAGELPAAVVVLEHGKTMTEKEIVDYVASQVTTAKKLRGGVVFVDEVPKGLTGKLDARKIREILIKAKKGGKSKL
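Compounds were tested as concentration series (qHTS) against purified P. pyralis luciferase with luciferin and 10 uM ATP in 50 mM imidazole pH 7.2, 50 mM KCl, 7 mM MgCl2, 0.01% Tween 20, 0.05% BSA. Luminescence was read after 8 min at ambient temperature.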
HEK293 cAMP ctrl: raises cAMP in parental HEK293 cells, TSHR agonist counter-screen; parental HEK293 CNG cAMP sensor, membrane potential fluorescence; Potency, µM (highest dose often 57.1 µM), for inactives: at the highest dose activation, actives largely listed as activators; hit rate 2.5% among 73,000; note: potency is the fitted concentration of half-maximal effect; % of control where 0% means no effect; nearly all actives have a fitted effect of over 55% in size
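Parental HEK 293 cells stably expressing a modified CNG channel (no TSHR) report cAMP rise as membrane depolarization. Membrane potential dye with 100 uM RO 20-1724 was loaded for 60 min at room temperature, then compound added for 30 min; fluorescence read at 590 nm.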
ERK AVP block: blocks ERK signaling stimulated by vasopressin; Potency, µM (series often up to 57.5 µM), without a hit: top-dose activity, negative = inhibition, usual class: inhibitors; hit rate 0.99% among 72,000; HEK293-V1b, vasopressin-stimulated pERK AlphaScreen; note: potency is the fitted concentration of half-maximal effect; % is set by controls: 0 for no effect and ±100 for the full control effect; nearly all actives have a fitted effect of over 55% in size
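qHTS, compounds titrated on V1b-expressing HEK293 cells. Preincubation 30 min at 37C, vasopressin 25 nM for 5 min, lysis 10 min, bead incubation 5 hr at room temperature.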
Texas Red fluor: compound fluoresces in the Texas Red spectral region | Compound fluorescence, Texas Red channel, 547/618 nm; hits give high values | max dye-equivalent concentration, M | hit rate 0.06% among 59,000 | AID 587; in the data active = max dye-equivalent concentration above about 10 nM; inconclusive = between about 1.1 nM and that limit
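qHTS profiling of intrinsic compound fluorescence; 100 mM Tris pH 8.0; 15 min RT; ex 547 / em 618 nm; response expressed as Texas Red dye-equivalent concentration from six-point plate standard.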
* hit, by the source's call; i = inactive; ? = inconclusive; . = no result given; [ ] = remark or other dose. Unless noted, calls come from the whole dose curve; as a rule, active = well fitted curve in the direction sought with a large enough effect; inconclusive = small, poorly fitted or top-dose-only effect, or another doubt; inactive = no such curve, though single readings can be large; an effect the other way counts as inactive or inconclusive.

(1) Cc1cc(C(=O)Nc2c(C)nn(Cc3ccccc3Cl)c2C)no1
(2) CCCN1C2CCCC1CC(NC(=O)c1ccc(F)cc1)C2 (stereo not given)
(3) CC(NC(=O)c1ccc(Cl)cc1)C(=O)N1CCCCC1 (stereo not given)
(4) CN1CCN(CCCBr)CC1
(5) N=C1C(c2ccccc2)=C(O)CN1c1ccccc1N1CCOCC1
(6) COc1ccc(C(=O)N2CCCC2)cc1
(7) Cn1c(N2CCCCC2)nc2c1c(=O)n(Cc1cccc(Br)c1)c(=O)n2C
(8) CC(=O)Nc1cccc(Oc2cc(C#N)c(C#N)cc2N2CCCCCC2)c1
(9) CCOC(=O)N1CCN(C(=O)CSc2cc(C)nc3c(-c4ccccc4OC)c(C)nn23)CC1
(10) COC(=O)c1ccc(C2CC(=O)Nc3cc(OC)c(OC)c(OC)c32)cc1 (stereo not given)
assay / compound,1,2,3,4,5,6,7,8,9,10
Rhodamine autofl,i,i,.,i,i,.,i,i,i,i
Caspase-7 inhib,2%,-1%,0%,0%[11.5 µM],-2%,1%,1%,-6%,0%,1%
Caspase-1 inhib,-3%,4%,-3%,2%[11.5 µM],-3%,-6%,-1%,-8%,-2%,1%
4MU fluor,i,i,.,i,i,.,i,2.1e-08M*,i,i
Tau filament bind,-11%,7%,-24%,18%[11.4 µM],-5%,-3%,-5%,?,4%,-5%
Fluorescein autfl,i,?,.,i,?,.,?,?,i,?
A350 fluor,i,i,.,i,i,.,i,1.6e-08M*,i,i
Luciferase inh,1%,3%,-1%,3%[11.4 µM],2%,-11%,2%,0%,-1%,1%
HEK293 cAMP ctrl,3%,-1%,-6%,-7%[11.4 µM],?,1%,?,12%,-2%,5%
ERK AVP block,9%,-8%,14%,4%[11.5 µM],-30%,-2%,2%,?,-9%,-25%
Texas Red fluor,i,i,.,i,i,.,i,i,i,?

The closing four entries of the part before come first, to join the parts.
(7) Cn1c(N2CCCCC2)nc2c1c(=O)n(Cc1cccc(Br)c1)c(=O)n2C
(8) CC(=O)Nc1cccc(Oc2cc(C#N)c(C#N)cc2N2CCCCCC2)c1
(9) CCOC(=O)N1CCN(C(=O)CSc2cc(C)nc3c(-c4ccccc4OC)c(C)nn23)CC1
(10) COC(=O)c1ccc(C2CC(=O)Nc3cc(OC)c(OC)c(OC)c32)cc1 (stereo not given)
(11) O=C(NCc1ccc(F)cc1)c1cccc(S(=O)(=O)N2CCCC2)c1
(12) Cc1nc(NCC2CCCO2)c2nnn(Cc3ccccc3)c2n1 (stereo not given)
(13) CN(C(=O)c1ccccn1)c1nnc(-c2ccncc2)s1
(14) Cc1ccnc(NS(=O)(=O)c2ccc(NC(=O)Cc3cccs3)cc2)n1
(15) C(#Cc1ccccc1)CN1CCN(c2ccccn2)CC1
(16) CN(C)c1nc(SCCOC(=O)Nc2ccccc2)nc(N(C)C)n1
(17) O=C(NCc1cccs1)c1csc2c1CCCCC2
(18) COc1ccc2[nH]c(=O)c(CN(C(=O)COc3ccccc3)C(C)C)cc2c1
(19) CCCC(=O)Nc1ccccc1N1CCN(C(=O)c2ccccc2)CC1
(20) c1cn(CCCNC2=NCCCCC2)cn1
assay / compound,7,8,9,10,11,12,13,14,15,16,17,18,19,20
Rhodamine autofl,i,i,i,i,i,i,i,.,i,i,i,i,i,i
Caspase-7 inhib,1%,-6%,0%,1%,-2%,3%,0%,-6%,-2%,-3%,-3%,-1%,0%,1%
Caspase-1 inhib,-1%,-8%,-2%,1%,-2%,0%,-1%,-4%,1%,-2%,1%,-1%,-2%,0%
4MU fluor,i,2.1e-08M*,i,i,i,i,i,.,?,i,i,2e-07M*,i,i
Tau filament bind,-5%,?,4%,-5%,-6%,9%,-3%,-20%[11.4 µM],5%,7%,29%,-9%,-3%,-1%
Fluorescein autfl,?,?,i,?,i,i,?,.,i,i,i,i,i,?
A350 fluor,i,1.6e-08M*,i,i,i,i,?,.,?,i,i,2.5e-07M*,i,?
Luciferase inh,2%,0%,-1%,1%,4%,1%,3%,1%,1%,2%,0%,2%,3%,2%
HEK293 cAMP ctrl,?,12%,-2%,5%,5%,13%,-4%,9%[11.4 µM],25%,24%,21%,30%,16µM*,-1%
ERK AVP block,2%,?,-9%,-25%,14%,-21%,-10%,-5%,5%,0%,27%,-18%,-6%,23%
Texas Red fluor,i,i,i,?,i,?,i,.,i,i,i,?,i,i

Entries of single compounds, looked up by structure.
Entry for CN(C)c1nc(SCCOC(=O)Nc2ccccc2)nc(N(C)C)n1 → Rhodamine autofl = i; Caspase-7 inhib = -3%; Caspase-1 inhib = -2%; 4MU fluor = i; Tau filament bind = 7%; Fluorescein autfl = i; A350 fluor = i; Luciferase inh = 2%; HEK293 cAMP ctrl = 24%; ERK AVP block = 0%; Texas Red fluor = i
Entry for O=C(NCc1ccc(F)cc1)c1cccc(S(=O)(=O)N2CCCC2)c1 → Rhodamine autofl = i; Caspase-7 inhib = -2%; Caspase-1 inhib = -2%; 4MU fluor = i; Tau filament bind = -6%; Fluorescein autfl = i; A350 fluor = i; Luciferase inh = 4%; HEK293 cAMP ctrl = 5%; ERK AVP block = 14%; Texas Red fluor = i

Continuation.
(21) NC(=O)CSc1oc(-c2cccs2)nc1S(=O)(=O)c1ccccc1
(22) CCOC(=O)C(CO)(NC(C)=O)C(=O)OCC
(23) Cc1ccc2[nH]c(=O)c(CN(Cc3nnnn3Cc3ccccc3)C3CCCC3)cc2c1
(24) FC(F)(F)c1ccccc1-c1cc(NCc2cccs2)ncn1
(25) Cc1c(C(=O)OC(C)CCN(C)C)oc2ccccc12 (stereo not given)
(26) c1ccc(CSc2nnc(NC3=NCCCCC3)s2)cc1
(27) Cc1c(Cl)c(C(F)(F)F)nn1CC(=O)N1CCSCC1
(28) O=C(c1ccc(CN2CCOCC2)cc1)N1CCC(Cc2ccccc2)CC1
(29) O=C1CNC(=O)N1Cc1ccc(Br)cc1
(30) CCCn1c(SCC(=O)Nc2nnc(C)s2)nnc1-c1ccoc1C
assay / compound,21,22,23,24,25,26,27,28,29,30
Rhodamine autofl,i,i,i,i,i,i,i,.,i,i
Caspase-7 inhib,-3%,0%,-15%,-5%,-4%,-3%,.,0%,0%,-1%
Caspase-1 inhib,-2%,0%,-17%,-4%,-2%,-4%,.,-2%,-1%,-2%
4MU fluor,i,i,5.6e-08M*,i,i,i,i,.,i,i
Tau filament bind,-30%,2%,26%,-1%,-2%,-3%,.,34%,5%,-5%
Fluorescein autfl,?,?,?,?,i,?,i,.,i,i
A350 fluor,i,i,6.8e-08M*,i,i,i,i,.,i,i
Luciferase inh,1%,-9%,1%,1%[2.29 µM],-2%,-29%,-1%[25.5 µM],1%,3%,0%
HEK293 cAMP ctrl,2%,4%,-8%,?,26%,13%,.,11%,1%,21%
ERK AVP block,?,9%,10%,-11%,-2%,30%,.,1%,-13%,-5%
Texas Red fluor,i,i,i,i,i,i,i,.,i,i

(31) CCCC(=O)NCCc1nc2ccccc2n1CCC
(32) CC(C)NC(=O)NC(=O)COc1cccc2c1OC(C)(C)C2
(33) S=c1nc(C2CC2)[nH]c2ccccc12
(34) Cc1nn(-c2ccccc2)c(N2CCCCC2)c1/C=N/O
(35) Cc1cc(NC(=O)CCCC(=O)O)nc(C)n1
(36) NCCCSC1=NCCCN1
(37) NCCCCCc1nnc(SCc2ccccc2Cl)o1
(38) Cc1ccc(S(=O)(=O)OC2CCN(C)CC2)cc1
(39) COc1ccc(CCC(=O)N2CC(C)OC(C)C2)cc1 (stereo not given)
(40) CSc1nc(N)c2ncn([C@H]3O[C@H](COP(=O)(O)OP(=O)(O)O)[C@@H](O)[C@@H]3O)c2n1
assay / compound,31,32,33,34,35,36,37,38,39,40
Rhodamine autofl,.,i,i,.,i,i,i,i,i,.
Caspase-7 inhib,-4%,-3%,-2%,1%,-1%,-3%,0%,-2%[11.5 µM],1%,0%
Caspase-1 inhib,1%,1%,-2%,-2%,2%,2%,0%,-1%[11.5 µM],1%,0%
4MU fluor,.,i,?,.,i,i,i,i,i,.
Tau filament bind,-19%,-7%,8%,-2%,2%,-15%,-16%,-3%[11.4 µM],-6%,?
Fluorescein autfl,.,i,i,.,?,i,i,i,i,.
A350 fluor,.,i,?,.,?,i,i,i,i,.
Luciferase inh,3%,-3%,3%,-13%,-2%,3%,0%,3%[11.4 µM],2%,-18%
HEK293 cAMP ctrl,-1%,7%,?,7%,1%,4%,-1%,1%[11.4 µM],5%,19%
ERK AVP block,.,-30%,-4%,-8%,-12%,7%,9%,4%[11.5 µM],4%,6%
Texas Red fluor,.,i,i,.,i,i,i,i,i,.

Not all compounds are listed. The share of hits here may be higher or lower than overall.
